IL1B secr inh: qHTS for Inhibitors of Inflammasome Signaling: IL-1-beta AlphaLISA Primary Screen | THP-1 LPS/ATP IL-1B secretion, AlphaLISA, 16 h; hits give low values | activity change, % at 57.5 µM | 360,000 compounds, 4.7% hits; in the data active = activity change below about -50%; inconclusive = mostly about -30% to -49%; also: % is scaled to controls: 0 for no effect and ±100 for the full control effect
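THP-1 cells pretreated 1 hr with compounds (up to 57.5 uM final), then stimulated with LPS (250 ng/mL final) plus ATP (1.25 mM final); secreted IL-1B measured by AlphaLISA after 16 hr, decreased signal indicating inhibition.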
KB-3-1 tox: qHTS assay for MDR1-selective chemotherapeutics: Primary screen using the parental adenocarcinoma cell KB-3-1. KB-3-1 viability, CellTiter-Glo ATP luminescence, 72 h. Potency, µM (top dose mostly 46.1 µM), without a hit: top-dose activity change, negative = cytotoxic, hits mostly cytotoxic. 400,000 compounds, 1.4% hits; also: potency is read from the fitted curve at half-maximal effect; % is scaled to controls: 0 for no effect and ±100 for the full control effect; nearly all actives have a fitted effect of over 60% in size
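Cytotoxicity in the drug-sensitive parental line KB-3-1 was scored as loss of CellTiter-Glo luminescence following 72 h incubation with compound. Values come from curve fitting of normalized concentration-response data.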
HT1080NT lethal: qHTS for induction of synthetic lethality in tumor cells producing 2HG: qHTS for the HT-1080-NT fibrosarcoma cell line; HT-1080-NT fibrosarcoma viability, CellTiter-Glo ATP luminescence, 48 h; Potency, µM (series often up to 46.1 µM), inactives show top-dose activity, negative = less viability, hits mostly cytotoxic; 360,000 compounds, 1.6% hits; AID 686970, 2013;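 also: NT is the 2HG producing partner of a matched IDH1 knockdown line; potency is read from the fitted curve at half-maximal effect; 0% = DMSO-treated cells and -100% = media-only wells without cells; nearly all actives have a fitted effect of over 55% in size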
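Toxicity toward the 2HG-producing NT line was scored as %Activity, normalised to DMSO and no-cell wells, from CellTiter-Glo luminescence after 48 hours' treatment.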
MCF10A rereplic: A quantitative high throughput screen for small molecules that induce DNA re-replication in MCF 10a normal breast cells; MCF 10A DNA re-replication, Hoechst nuclear intensity, 48 h; Potency, µM (top dose mostly 46.1 µM), for the others: at the highest dose activity, positive = re-replication, hits mostly activators; 350,000 compounds, 2.9% hits; also: potency is read from the fitted curve at half-maximal effect; % of control where 0% means no effect; nearly all actives have a fitted effect of over 50% in size
KB-V1 MDR tox: qHTS assay for MDR1-selective chemotherapeutics: Primary screen using the drug-selected MDR subline cells KB-V1 | AID 1347076, 2019 | KB-V1 MDR cells viability, CellTiter-Glo, 72 h | 400,000 compounds, 3.4% hits | Potency, µM (doses to about 46.1 µM), for inactives: top-dose activity change, negative = cytotoxicity, actives largely listed as cytotoxic; also: potency is read from the fitted curve at half-maximal effect; % is scaled to controls: 0 for no effect and ±100 for the full control effect; nearly all actives have a fitted effect of over 60% in size
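KB-V1 MDR subline cells in DMEM (phenol-red free, 10% FBS) exposed to compounds in qHTS concentration series for 72 h at 37 degrees C. Viability read by CellTiter-Glo luminescence; concentration-effect curves fitted after normalization and correction.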
SW480 rereplic: A quantitative high throughput screen for small molecules that induce DNA re-replication in SW480 colon adenocarcinoma cells | 340,000 compounds, 1.8% hits | SW480 DNA re-replication, Hoechst DNA content imaging, 48 h | Potency, µM (doses to about 46.1 µM), inactives show at the top dose re-replication activation, hits mostly activators; also: potency is read from the fitted curve at half-maximal effect; % of control where 0% means no effect; nearly all actives have a fitted effect of over 55% in size
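First, 250 cells per well were seeded. Next, compound or vehicle (23 nL) was pinned in, plates sat 48 hr at 37 C. Finally Hoechst was added for 40 min before fluorescence scanning.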
ATXN2 expr inh: Primary qHTS for Inhibitors of ATXN expression; HEK-293 ATXN2-luciferase reporter, luminescence, 24 h; Potency, µM (doses to about 57 µM), without a hit: top-dose activity change, negative = inhibition, most hits filed as inhibitors; 360,000 compounds, 0.72% hits; also: potency is read from the fitted curve at half-maximal effect; % is scaled to controls: 0 for no effect and ±100 for the full control effect; nearly all actives have a fitted effect of over 55% in size
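ATXN2-luciferase reporter cells (luciferase flanked by upstream and downstream ATXN2 gene portions) were treated 24 h at 37 °C with compounds at up to 57 uM. SteadyGlo luminescence gave expression; GF-AFC fluorescence gave viability.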
HT1080 IDH1KD tx: qHTS for induction of synthetic lethality in tumor cells producing 2HG: qHTS for the HT-1080-IDH1KD cell line | HT-1080 IDH1 knockdown viability, ATP luminescence, 48 h | Potency, µM (doses to about 46.1 µM), for the others: at the top dose activity, negative = toxicity, actives largely listed as cytotoxic | 360,000 compounds, 2% hits;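 also: potency is read from the fitted curve at half-maximal effect; 0% = DMSO wells and -100% = cell-free medium wells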
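After a 2 h attachment period, IDH1KD HT-1080 cells took pin-transferred compound for 48 h at 37 °C; ATP-based luminescence after 10 min room-temperature reagent incubation reported viability.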
WRN inhibitor: qHTS for Inhibitors of WRN Helicase. WRN helicase unwinding, fluorescent forked duplex, kinetic. AID 651768, 2012. Potency, µM (top dose mostly 114 µM), without a hit: top-dose activity change, negative = inhibition, usual class: inhibitors. 360,000 compounds, 0.46% hits; also: potency is read from the fitted curve at half-maximal effect; % is scaled to controls: 0 for no effect and ±100 for the full control effect; nearly all actives have a fitted effect of over 55% in size
Target sequence (Q14191 whole entry, looked up): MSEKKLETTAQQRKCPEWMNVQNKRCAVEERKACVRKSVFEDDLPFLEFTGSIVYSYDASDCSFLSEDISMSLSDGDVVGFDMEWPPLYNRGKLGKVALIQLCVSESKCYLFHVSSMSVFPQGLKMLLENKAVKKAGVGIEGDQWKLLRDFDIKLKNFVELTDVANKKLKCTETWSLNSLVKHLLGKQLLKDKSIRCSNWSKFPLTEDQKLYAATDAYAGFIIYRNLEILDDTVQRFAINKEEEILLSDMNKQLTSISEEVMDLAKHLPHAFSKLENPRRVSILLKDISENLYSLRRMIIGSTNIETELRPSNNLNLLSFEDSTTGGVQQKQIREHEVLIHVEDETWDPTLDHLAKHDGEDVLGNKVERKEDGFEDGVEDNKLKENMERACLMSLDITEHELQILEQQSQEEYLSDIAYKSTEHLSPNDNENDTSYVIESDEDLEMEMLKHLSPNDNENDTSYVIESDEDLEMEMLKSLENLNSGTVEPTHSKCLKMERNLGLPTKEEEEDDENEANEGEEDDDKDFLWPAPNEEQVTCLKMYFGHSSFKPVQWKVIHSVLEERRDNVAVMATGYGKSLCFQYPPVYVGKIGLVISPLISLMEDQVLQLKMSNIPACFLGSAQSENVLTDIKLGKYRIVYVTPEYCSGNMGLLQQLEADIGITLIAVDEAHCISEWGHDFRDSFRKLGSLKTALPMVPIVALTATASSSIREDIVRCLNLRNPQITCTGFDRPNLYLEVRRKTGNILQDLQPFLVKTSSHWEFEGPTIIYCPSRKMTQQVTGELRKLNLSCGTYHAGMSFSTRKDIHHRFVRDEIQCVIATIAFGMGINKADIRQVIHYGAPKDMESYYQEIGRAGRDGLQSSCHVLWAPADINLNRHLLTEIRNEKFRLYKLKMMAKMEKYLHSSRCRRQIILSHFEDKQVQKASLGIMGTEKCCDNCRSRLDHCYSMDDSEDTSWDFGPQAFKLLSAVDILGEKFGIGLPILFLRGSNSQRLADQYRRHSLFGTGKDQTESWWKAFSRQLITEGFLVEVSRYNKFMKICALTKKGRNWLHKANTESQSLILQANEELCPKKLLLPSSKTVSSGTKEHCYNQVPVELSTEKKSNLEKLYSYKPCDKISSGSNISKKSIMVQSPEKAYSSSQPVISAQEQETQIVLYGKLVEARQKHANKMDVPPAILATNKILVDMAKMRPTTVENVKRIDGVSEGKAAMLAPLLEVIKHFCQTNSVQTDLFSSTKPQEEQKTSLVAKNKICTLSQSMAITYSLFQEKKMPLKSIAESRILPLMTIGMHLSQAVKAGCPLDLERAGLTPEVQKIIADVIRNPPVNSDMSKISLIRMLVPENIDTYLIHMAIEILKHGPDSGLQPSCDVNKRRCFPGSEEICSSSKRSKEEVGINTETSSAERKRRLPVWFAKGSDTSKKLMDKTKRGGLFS
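Screening of the MLSMR collection measured strand separation of a quenched forked DNA duplex (100 nM) by 20 nM WRN with 2 mM ATP, all final. Compounds were preincubated with enzyme 15 min at room temperature.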
An asterisk follows results filed as active; ? = inconclusive; nt = not tested or not shown; [ ] = dose if it differs, or a comment. Unless noted, calls follow the shape of the dose curve; as a rule, active = well fitted curve in the direction sought with a large enough effect; inconclusive = small, poorly fitted or top-dose-only effect, or another doubt; inactive = no such curve, though single readings can be large; an effect the other way counts as inactive or inconclusive. No enrichment for hits, and some 12% of all compounds hit somewhere here.

| compound | IL1B secr inh | KB-3-1 tox | HT1080NT lethal | MCF10A rereplic | KB-V1 MDR tox | SW480 rereplic | ATXN2 expr inh | HT1080 IDH1KD tx | WRN inhibitor |
| --- | --- | --- | --- | --- | --- | --- | --- | --- | --- |
| CSc1ncccc1C(=O)N1CCN(S(=O)(=O)c2ccc3ccccc3c2)CC1 | 9 | 5% | -4% | 27% | -1% | 2% | -19% | -1% | -9% |
| C#CCN1Cc2ccccc2Oc2cc(Br)ccc2S1(=O)=O | 27 | -11% | 0% | ? | 11% | -3% | -6% | -2% | 0% |
| O=C(Nc1cccc(C(=O)N2CCOCC2)c1)c1ccc([N+](=O)[O-])cc1 | 5 | 24% | 17% | -4% | 20% | 9% | 2% | 12% | 6% |
| COc1ccc(C2CC(c3ccccc3)=NN2C(=O)COC(=O)c2cccnc2)cc1 (stereo not given) | -3 | 2% | 11% | 6% | 0% | -3% | 7% | 12% | 0% |
| S=c1[nH]nc(-c2ccc(Cl)cc2)n1-c1cccnc1 | 0 | 3% | -1% | -2% | -2% | -5% | nt | 1% | 0% |
| COc1cc(NC(=O)COC(=O)CNC(=O)C2CCCCC2)cc(OC)c1 | 10 | -4% | -2% | -4% | 0% | -6% | 4% | 2% | ? |
| CCOc1ncccc1C(=O)OCC(=O)NCc1cccs1 | 8 | -2% | 0% | 0% | 5% | -15% | nt | -1% | 19% |
| O=C(CN1CCC(n2nnc3cc(C(F)(F)F)ccc32)CC1)NCc1cccs1 | ? | -16% | 6% | ? | -23% | 3% | -15% | -20% | -25% |
| COc1ccc(-c2csc(N(CC3CCCO3)C(=O)c3cccs3)n2)cc1 (stereo not given) | 38 | ? | -7% | ? | -20% | 11% | -22% | -25% | -1% |
| COC(=O)/C=C1\OC(c2ccccc2)c2ccccc21 (stereo not given) | 98 | -17% | -3% | nt | ? | nt | nt | -2% | -7% |
| COc1ccccc1-c1cc(-c2ccccc2)nc(=O)[nH]1 | -12 | -1% | 16% | 13% | -19% | -12% | -17% | 20% | 9% |
| O=C(Nc1ccccc1OC(F)(F)F)c1ccc([N+](=O)[O-])cc1 | -19 | -2% | -1% | 5% | 23% | -1% | 3% | 3% | -5% |
| Cc1ccc(NC(=O)c2ccc3nsnc3c2)c(C)c1 | -5 | 3% | -4% | ? | 5% | ? | nt | 8% | 1% |
| C/C(=N\NS(=O)(=O)c1ccccc1)c1ccccc1 | 0 | -5% | 5% | 2% | -4% | -11% | -31% | 3% | -3% |
| Cn1c(SCC(=O)NCc2cccs2)nnc1-c1cccs1 | 53 | 3% | 14% | -2% | 0% | -9% | -4% | 17% | -6% |
| COc1ccc(NC(=O)c2cc(C)on2)cc1 | -4 | 1% | 4% | -1% | 0% | 0% | nt | 14% | -2% |
| CCc1ccc(CNCc2ccc(OCC(O)CN(C)Cc3ccccc3)cc2)nc1 (stereo not given) | -60* | ? | ? | ? | ? | ? | -33% | ? | -1% |
| COC(=O)[C@]12CCCCC=C1N(Cc1ccco1)C(=O)[C@H](CC(=O)NCCC(C)C)C2 | -20 | -2% | 1% | nt | -33% | nt | -1% | 6% | -5% |
| C/C=C/C=C/C(=O)N1CC2(CC(c3cccc(NC(=O)/C=C/C)c3)=NO2)C[C@@H]1C(N)=O (stereo not given in full) | -6 | 18% | 7% | -9% | 13% | -6% | 0% | 13% | -17%[11.6 µM] |
| CNC(=S)NN(C)c1nc(C)cc(C)n1 | 3 | 2% | 1% | -35%[inhibitor] | -11% | -82%[inhibitor] | 2% | 3% | 6% |
| O=C(CNC(=O)c1ccccc1F)N/N=C/c1ccc2c(c1)OCO2 | 33 | 10% | -13% | 12% | 8% | -10% | 23% | -13% | -5% |
| O=C1c2cccnc2Nc2ccccc2N1CCCF | 21 | 4% | 2% | 2% | ? | -7% | -5% | 3%[9.24 µM] | 3% |
| O=C(/C=C/Nc1ccccc1Oc1ccccc1)c1ccco1 | ? | 16% | -1% | 15µM* | ? | -7% | -1% | -10% | -12% |
| Cc1cc(C)c(C)c(C(=O)COC(=O)CNC(=O)CNC(=O)c2ccco2)c1C | 1 | 6% | -3% | -4% | 6% | -16% | 6% | 13% | -2% |
| CN(C(=O)c1cccc(C#N)c1)c1nnc(-c2cnccn2)s1 | -24 | -1% | 10% | -12% | 15% | -5%[9.22 µM] | 3% | 9% | 3% |
| COc1cccc(OC)c1C1=CC(=O)C[C@H](c2ccc3c(c2)OCO3)C1 | -18 | -19% | ? | ? | -26% | ? | 0% | ? | -30% |
| Brc1ccc(CSc2ccc3nnc(-c4ccccn4)n3n2)cc1 | -79* | -14% | -22% | 10% | 15µM* | -2% | -5% | -26% | -8% |
| CCN(CC)C(=O)CN1C(=O)C2(NC(=O)c3ccccc3N2)c2ccccc21 (stereo not given) | 13 | 20% | 1% | -1% | 9% | -7% | 7% | 6% | 2% |
| COC(=O)[C@@]1(Cc2ccc(OC)cc2)[C@H]2c3cc(C(=O)N(C)C)n(CCSCCO)c3C[C@H]2CN1C(=O)c1ccccc1 | -8 | -5% | 10% | ? | 15% | 0%[9.22 µM] | -3% | 7% | -1% |
| O=[N+]([O-])c1ccccc1N/N=C1\CCc2ccccc21 | 0 | 3% | 16% | 0% | 2% | ? | nt | 18% | 2% |
| O=C(NCC1CCCN1S(=O)(=O)c1cccs1)c1ccccc1F (stereo not given) | -3 | -3% | 16% | 16% | -16% | -1% | 3% | 8% | -6% |
| Cc1ccc(CN2C(=O)C(Cc3ccccc3)Nc3ncnc(N4CCOCC4)c32)cc1 (stereo not given) | -4 | 0% | -3% | nt | 2% | nt | 5% | 2% | -10% |
| Cc1ccc(C(=O)N/N=C\c2ccc([N+](=O)[O-])o2)cn1 | ? | ? | -11% | ? | -8% | ? | ? | ? | -17% |
| Cc1ccccc1-c1cnc(C(O)c2c(C)cccc2C)[nH]1 (stereo not given) | -12 | ? | -2% | nt | 4% | nt | -2% | -10% | 5% |
| COc1ccc(NC(=O)c2ccc(OC)cc2)cc1 | -3 | -4% | -2% | -2% | 17% | 1% | -12% | -2% | -9% |
| O=C(COC(=O)c1ccc[nH]c1=O)NC1CCCc2ccccc21 (stereo not given) | 9 | 18% | -1% | -6% | -3% | -13% | 2% | 5% | -6% |
| CC1Cc2cc(/C(O)=C3/C(=O)C(=O)N(CCN4CCOCC4)C3c3ccc(C(C)C)cc3)ccc2O1 (stereo not given) | 38 | -2% | 4% | 0% | -5% | -4% | 3% | -2% | -7% |
| CC(C)CCNC(=O)c1cccc(C(=O)NCCC(C)C)c1 | -13 | 4% | -20% | -4% | 2% | -2% | 0% | -22% | 7% |
| CCOc1ccccc1N1CCN(C(=O)c2csc(C)c2CC)CC1 | ? | 20% | 3% | ? | -3% | 13% | -7% | 1% | -4%[57.1 µM] |
| CCOC(=O)c1cccc(NC(=O)c2ccc3c(c2)OCO3)c1 | -85* | ? | 1% | 9% | ? | -4%[9.22 µM] | 36% | -12% | -22% |
| CCOC1=C2CN(S(=O)(=O)c3ccc(C)cc3)[C@H](c3ccccc3)C[C@H]2n2c(=O)n(-c3ccccc3)c(=O)n2C1 | -15 | 0% | 18% | nt | 9% | nt | 3% | 22% | -7% |
| CCC(C(=O)OCC(=O)c1c(N)n(CC(C)C)c(=O)n(C)c1=O)c1ccccc1 (stereo not given) | -12 | ? | -6% | 26% | ? | 4% | -17% | -20% | 0% |
| O=S(=O)(NCc1ccccn1)c1cccc2nsnc12 | 22 | 0% | 26% | -1% | 2% | 0% | 0% | ? | 3% |
| COc1ccc(/C=N/NC(=S)Nc2ccccc2)cc1COc1ccc(F)cc1 | 4 | 4% | 8% | ? | -9% | 2% | 6% | 1% | 16% |
| Cc1ccc(S(=O)(=O)N(C)CC(=O)NNC(=O)CCC(=O)c2ccc(F)cc2)cc1 | 19 | 0% | 13% | 0% | -5% | -3% | 1% | 14% | 3% |
| O=S(=O)(c1ccccc1)N(F)S(=O)(=O)c1ccccc1 | 2 | 12% | 2% | -9% | ? | 7% | 4% | 7% | -1% |
| CC(Oc1ccccc1F)c1ccnc2nc(/N=C/N(C)C)nn12 (stereo not given) | -7 | 3% | -1% | -1% | -28% | -2% | -15% | -3% | -1% |
| O=S(=O)(NCc1nc2ccccc2[nH]1)c1ccccc1 | -10 | 11% | ? | 1% | 22% | 0% | 6% | 9% | 13% |
| CCOc1ccccc1N(CC)C(=O)Cn1ncc2c(=O)oc3ccccc3c21 | 13 | -6% | 7% | 13% | -7% | -14% | -17% | 1% | 8% |

By substructure: the entries above with bromine.
| compound | IL1B secr inh | KB-3-1 tox | HT1080NT lethal | MCF10A rereplic | KB-V1 MDR tox | SW480 rereplic | ATXN2 expr inh | HT1080 IDH1KD tx | WRN inhibitor |
| --- | --- | --- | --- | --- | --- | --- | --- | --- | --- |
| C#CCN1Cc2ccccc2Oc2cc(Br)ccc2S1(=O)=O | 27 | -11% | 0% | ? | 11% | -3% | -6% | -2% | 0% |
| Brc1ccc(CSc2ccc3nnc(-c4ccccn4)n3n2)cc1 | -79* | -14% | -22% | 10% | 15µM* | -2% | -5% | -26% | -8% |
